Bioassay records deposited in PubChem BioAssay by several laboratories.
Rpn11 inh: blocks the human proteasome subunit Rpn11. O00487. human 26S proteasome, Ub4-pepOG fluorescence polarization; 20S core pre-blocked with epoxomicin. calls only at 20 µM. hit rate 0.59% among 360,000. AID 588493;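 active = inhibition at 20 µM, scaled to each plate's controls, above about 33%, limit read from the data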
MsrA inhibitor: inhibitors of bovine MsrA | purified bovine MsrA, absorbance read-out | inhibition, % at 15.5 µM | hit rate 0.75% among 360,000 | AID 651718; in the data active = inhibition above about 4.5%;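 note: 0% = vehicle wells with enzyme and 100% = reference inhibitor wells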
MT1-MMP act inh: blocks activation of human MT1-MMP. P50281. HT1080 RFP-PRO-GFP cells, GFP/RFP ratio fluorescence, overnight; percent of plate control window, DMSO zero. GFP/RFP ratio change, % at 20 µM. hit rate 0.061% among 360,000;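 active = GFP/RFP ratio change of at least 30% with cell ATP level not reduced by more than half and red fluorescence within 50% of control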; note: strong numbers were not always called active
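system = RFP-PRO-GFP reporter HT1080 cells | dosing = 20 µM single dose, 1% DMSO | timing = overnight cell settling, then overnight compound exposure, 37 °C, 5% CO2 | read-out basis = GFP/RFP fluorescence ratio | controls = DMSO and RFP-L50D-GFP cell wells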
FAS TE block: FAS thioesterase (human) inhibition. P49327. recombinant FAS-TE, OMFH fluorogenic substrate, fluorescence endpoint. inhibition, % at 15 µM. hit rate 0.67% among 360,000. AID 602261;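 active = compounds whose normalised, plate-corrected inhibition of enzyme fluorescence in the single-dose primary screen is 50% or more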;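 note: 0% = DMSO with enzyme and 100% = substrate without enzyme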
eLon inh: inhibitors of E. coli Lon protease | hit rate 0.42% among 360,000 | purified E. coli Lon protease, fluorescence polarization | P0A9M0 | inhibition, % at 7.94 µM; in the data active = inhibition above about 13%, passing the limit was not always enough;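 note: 0% = enzyme with probe and DMSO and 100% = no enzyme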
CSN inh: CSN deneddylation inhibition; hit rate 0.38% among 360,000; Q92905; AID 651999; inhibition, % at 12.5 µM; Purified CSN, SCF-Nedd8-OG deneddylation, fluorescence polarization;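 active = pattern-corrected inhibition above about 35%, with an unprinted fluorescence ratio check between 0.5 and 1.5, limit read from the data, passing the limit was not always enough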;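 note: 0% = enzyme with substrate and 100% = substrate without enzyme; some results filed as inactive read as strong as hits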
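Detection – fluorescence polarization · System – HEK293T-derived human Csn5 enzyme · Controls – substrate-only high control, full reaction low control · Timing – 90 min, room temperature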
Rin1 Abl inh: human Rin1-Abl interaction inhibition. TR-FRET Rin1/Abl binding, biochemical. inhibition, % at 7.35 µM. hit rate 0.4% among 360,000; in the data active = inhibition above about 5%, passing the limit was not always enough
Target sequence (P00519 whole entry, looked up): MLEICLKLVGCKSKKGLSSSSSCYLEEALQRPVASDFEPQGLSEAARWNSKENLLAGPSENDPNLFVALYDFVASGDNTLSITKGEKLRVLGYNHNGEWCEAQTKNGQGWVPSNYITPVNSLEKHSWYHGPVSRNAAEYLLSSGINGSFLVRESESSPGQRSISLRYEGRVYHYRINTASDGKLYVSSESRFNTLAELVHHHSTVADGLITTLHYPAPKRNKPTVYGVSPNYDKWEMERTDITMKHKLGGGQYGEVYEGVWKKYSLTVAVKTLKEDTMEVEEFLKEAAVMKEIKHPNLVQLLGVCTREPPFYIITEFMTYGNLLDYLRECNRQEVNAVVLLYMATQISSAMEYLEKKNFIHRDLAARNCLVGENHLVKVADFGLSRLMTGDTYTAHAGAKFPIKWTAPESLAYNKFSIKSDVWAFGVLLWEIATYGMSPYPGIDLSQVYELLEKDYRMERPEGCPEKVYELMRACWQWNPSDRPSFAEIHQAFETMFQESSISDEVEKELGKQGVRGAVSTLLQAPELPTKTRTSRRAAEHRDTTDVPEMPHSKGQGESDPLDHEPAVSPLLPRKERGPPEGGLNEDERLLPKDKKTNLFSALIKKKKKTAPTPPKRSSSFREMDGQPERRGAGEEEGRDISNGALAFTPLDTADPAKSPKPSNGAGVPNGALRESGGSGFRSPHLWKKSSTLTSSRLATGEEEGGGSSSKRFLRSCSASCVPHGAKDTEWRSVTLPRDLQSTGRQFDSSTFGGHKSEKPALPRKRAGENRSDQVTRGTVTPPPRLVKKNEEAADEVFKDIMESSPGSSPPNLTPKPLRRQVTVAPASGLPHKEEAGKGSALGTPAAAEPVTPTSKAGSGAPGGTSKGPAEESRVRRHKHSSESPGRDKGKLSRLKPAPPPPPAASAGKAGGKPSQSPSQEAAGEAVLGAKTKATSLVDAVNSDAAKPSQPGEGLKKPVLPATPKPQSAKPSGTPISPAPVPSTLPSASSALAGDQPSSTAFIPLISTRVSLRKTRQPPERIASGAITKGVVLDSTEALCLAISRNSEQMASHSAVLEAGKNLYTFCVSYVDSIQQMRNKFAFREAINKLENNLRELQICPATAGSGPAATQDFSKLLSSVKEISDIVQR
Target sequence (Q13671 whole entry, looked up): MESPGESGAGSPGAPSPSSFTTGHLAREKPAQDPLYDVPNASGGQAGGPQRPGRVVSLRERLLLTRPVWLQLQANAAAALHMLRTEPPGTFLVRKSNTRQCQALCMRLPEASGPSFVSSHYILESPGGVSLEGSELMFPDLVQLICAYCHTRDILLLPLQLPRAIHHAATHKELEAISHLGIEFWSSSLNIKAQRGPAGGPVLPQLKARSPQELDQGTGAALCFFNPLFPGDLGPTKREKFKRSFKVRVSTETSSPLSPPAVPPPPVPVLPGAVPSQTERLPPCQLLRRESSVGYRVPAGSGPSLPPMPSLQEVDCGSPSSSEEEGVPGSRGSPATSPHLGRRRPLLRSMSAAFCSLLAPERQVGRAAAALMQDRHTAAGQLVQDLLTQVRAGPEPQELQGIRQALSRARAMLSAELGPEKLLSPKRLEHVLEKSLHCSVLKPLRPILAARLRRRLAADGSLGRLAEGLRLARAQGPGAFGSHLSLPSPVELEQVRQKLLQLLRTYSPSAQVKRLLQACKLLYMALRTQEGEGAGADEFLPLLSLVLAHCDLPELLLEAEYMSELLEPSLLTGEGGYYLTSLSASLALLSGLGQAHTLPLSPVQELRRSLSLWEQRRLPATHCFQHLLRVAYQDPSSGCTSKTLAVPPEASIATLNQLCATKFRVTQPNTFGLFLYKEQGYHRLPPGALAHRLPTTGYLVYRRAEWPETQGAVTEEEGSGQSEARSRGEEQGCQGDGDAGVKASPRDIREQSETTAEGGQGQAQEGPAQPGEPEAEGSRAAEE
bovine MsrA act: activators of bovine methionine sulfoxide reductase A. purified bovine MsrA, absorbance read-out. activation, % at 10.6 µM. hit rate 0.3% among 360,000. AID 602163; in the data active = activation above about 7.5%;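 note: 0% = vehicle and 100% = reference activator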
PABP1 MLLE inh: blocks PAM2 peptide binding to the PABP1 MLLE domain | hit rate 0.36% among 360,000 | GST-MLLE / FITC-PAM2 fluorescence polarization | inhibition, % at 20 µM | P11940; in the data active = inhibition above about 35%, passing the limit was not always enough;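 note: plate controls were DMSO wells with GST-MLLE for no effect and wells lacking GST-MLLE protein for full effect; some results filed as inactive read as strong as hits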
Starred values were filed as active, the others as inactive; i = inactive; . = no result given. Compounds were not picked by outcome; 3.7% or so of the library scored in one or more.

The first 2 records, ahead of the listing:
SMILES	Rpn11 inh	MsrA inhibitor	MT1-MMP act inh	FAS TE block	eLon inh	CSN inh	Rin1 Abl inh	bovine MsrA act	PABP1 MLLE inh
Cc1nn(C(C)c2nc(-c3ccccc3)no2)c(C)c1[N+](=O)[O-] (stereo not given)	i	0.1	-3	1	4	2	-1	-5	5
Cc1ccc(N(C)C(=O)N2CCN(S(=O)(=O)c3ccc(C)c(C)c3)CC2)cc1	i	-0.4	0	19	-2	-3	4	-1	12

Results, repeating the preview:
SMILES	Rpn11 inh	MsrA inhibitor	MT1-MMP act inh	FAS TE block	eLon inh	CSN inh	Rin1 Abl inh	bovine MsrA act	PABP1 MLLE inh
Cc1nn(C(C)c2nc(-c3ccccc3)no2)c(C)c1[N+](=O)[O-] (stereo not given)	i	0.1	-3	1	4	2	-1	-5	5
Cc1ccc(N(C)C(=O)N2CCN(S(=O)(=O)c3ccc(C)c(C)c3)CC2)cc1	i	-0.4	0	19	-2	-3	4	-1	12
O=C(COc1ccccc1F)Nc1cc(S(=O)(=O)N2CCOCC2)ccc1N1CCOCC1	i	0.5	1	10	10	-5	3	-3	2
Cc1[nH]c2ccccc2c1C(=O)C(=O)Nc1ccc2c(c1)OCCO2	i	0.6	-1	1	12	-2	0	-3	0
Cc1ccc(NC(=O)c2cc(-c3cc(Cl)ccc3O)n[nH]2)cc1C	i	1.3	5	-6	-7	-1	2	-3	-2
Cn1c(=O)n(C/C=C/c2ccccc2)c(=O)c2c1nc1n2CCCN1Cc1ccccc1	i	-0.6	11	16	9	2	2	2	-8
CCCCN(C)C(=O)C1CCN(Cc2ccc(OCc3ccccc3)cc2)CC1	i	-1.0	-1	-3	1	-2	3	-1	1
COc1ccc(N2CC(C(=O)Nc3cccnc3)CC2=O)cc1 (stereo not given)	i	0.2	1	-6	4	3	1	8	6
Cn1c(SCC(=O)NC2CCCCC2)nnc1-c1ccccn1	i	-0.8	-1	-4	1	3	4	-8	0
C=CCOc1ccc(Br)cc1CNCC	i	-0.5	-8	-3	7	6	-2	-1	-1
O=C(CSc1n[nH]c(=O)n1-c1ccccc1)N1CCOCC1	i	1.8	0	-2	-3	-3	4	-4	-9
COc1ccccc1-c1nnc(NC(=O)C(C)C)s1	i	0.1	4	-13	5	-3	2	0	4

Sorted by count of non-hydrogen atoms (smallest number first): part of the list above
SMILES	Rpn11 inh	MsrA inhibitor	MT1-MMP act inh	FAS TE block	eLon inh	CSN inh	Rin1 Abl inh	bovine MsrA act	PABP1 MLLE inh
C=CCOc1ccc(Br)cc1CNCC	i	-0.5	-8	-3	7	6	-2	-1	-1
Cc1ccc(N(C)C(=O)N2CCN(S(=O)(=O)c3ccc(C)c(C)c3)CC2)cc1	i	-0.4	0	19	-2	-3	4	-1	12
CCCCN(C)C(=O)C1CCN(Cc2ccc(OCc3ccccc3)cc2)CC1	i	-1.0	-1	-3	1	-2	3	-1	1

Other records.
SMILES	Rpn11 inh	MsrA inhibitor	MT1-MMP act inh	FAS TE block	eLon inh	CSN inh	Rin1 Abl inh	bovine MsrA act	PABP1 MLLE inh
Cc1ccc(S(=O)(=O)NCC(c2cccnc2)N(C)C)cc1 (stereo not given)	i	-1.1	-1	-7	1	-4	-1	0	-10
COc1ccc(N2CCN(C(=O)CN(Cc3ccc(Cl)cc3)S(C)(=O)=O)CC2)cc1	i	0.1	5	9	-4	-1	2	1	1
COc1cc(OC)cc(N2CC(C)(C)C2=O)c1	i	-0.3	2	-7	-1	-4	5	-3	5
Nc1cc(N)nc(CS)n1	i	2.3	-1	-6	-10	-2	-2	-4	-3
O=C(O)CC/C(=N\Nc1ccc(Cl)cc1)c1cccs1	i	1.3	-5	15	-7	0	0	-6	-9
Cn1cccc1C(=O)NNC(=O)COc1ccc(C#N)cc1	i	1.2	-1	-4	8	0	3	-3	7
CC(=O)Nc1nc(CCN2C(=O)c3ccccc3C2=O)cs1	i	-0.1	0	-1	-4	3	2	-2	-10
COC(=O)c1ccc(NC(=O)Cc2ccc(F)cc2)cc1	i	1.6	5	2	4	-1	0	-14	5
Cc1ccc(S(=O)(=O)NCC(=O)N(CC(=O)NC2CCCCC2)CC2CCCO2)cc1 (stereo not given)	i	0.5	1	-6	2	-3	-1	-3	-6
CC(=O)C(=Nc1cccc(Cl)c1)NNc1ccccc1C	i	1.1	0	19	4	0	1	-4	-10
CC(O)c1nc2ccccc2n1CC(=O)N1CCN(c2ccccc2)CC1 (stereo not given)	i	1.1	1	-1	-8	-1	6	-16	-36
Nn1cnc2cc3ccccc3cc2c1=O	i	0.2	2	-1	-9	2	-6	-2	1

Individual results from above:
COC(=O)c1ccc(NC(=O)Cc2ccc(F)cc2)cc1 – CSN inh = -1
Cc1ccc(S(=O)(=O)NCC(c2cccnc2)N(C)C)cc1 (stereo not given) – PABP1 MLLE inh = -10
Nn1cnc2cc3ccccc3cc2c1=O – PABP1 MLLE inh = 1

(cont.)
SMILES	Rpn11 inh	MsrA inhibitor	MT1-MMP act inh	FAS TE block	eLon inh	CSN inh	Rin1 Abl inh	bovine MsrA act	PABP1 MLLE inh
CCOc1ccc(C(CC(=O)O)NC(=O)COc2ccccc2OC)cc1OC (stereo not given)	i	-0.7	0	-1	1	-17	2	-3	3
O=C1Nc2ccc(Br)cc2C12NNc1ccccc1O2 (stereo not given)	.	-0.4	-108	22	-261	52*	3	-1	-141
COC(=O)C(Cc1ccc(O)cc1)NC(=O)c1ccccc1 (stereo not given)	i	0.2	8	-7	-1	-2	-1	0	5
CC(=O)c1cccc(NC(=O)NNC(=O)c2ccc(-c3ccccc3)cc2)c1	i	0.4	4	-7	-6	-4	2	-5	-13
Cc1ccccc1NC(=O)Cc1nc(COC(=O)CC(C)c2ccccc2)cs1 (stereo not given)	i	0.8	-2	10	-10	-2	-2	1	24
CC(C)(C)C(=O)NC1(C(F)(F)F)NC(=O)N(CCc2ccccc2)C1=O (stereo not given)	i	-0.1	5	-2	-5	-3	1	0	-2
Nc1c(C(=O)NCc2cccs2)nnn1CC(=O)Nc1cccc(Cl)c1	i	-0.2	6	-3	6	11	0	-2	3
COc1ccccc1C(=O)NC(CCSC)C(=O)NCc1ccncc1 (stereo not given)	i	-1.4	4	-8	8	-3	4	-5	3
COc1ccc2ncc(S(=O)(=O)c3ccccc3)c(N3CCN(c4ccccc4)CC3)c2c1	i	1.4	-9	47	-5	-3	1	1	3
CCCOc1ccc(-c2c(C(=O)N/N=C/c3ccncc3)nnn2-c2nonc2N)cc1	i	0.8	1	-7	3	2	0	-4	5
CCCCCN(C(=O)NC(=O)Nn1cnnc1)S(C)(=O)=O	i	0.8	-3	-8	-14	-4	5	-9	-15
N#Cc1ccc(OCC(=O)OCC(=O)Nc2ccc(N3CCOCC3)cc2)cc1	i	-0.2	2	-7	-3	-5	0	4	-12
CCOC(=O)C(C)Sc1nc2c(c(=O)[nH]c(=O)n2C)n1C/C=C(/C)Cl (stereo not given)	i	-0.1	3	-2	-3	-1	-3	-4	16
O=C(CCCCCNC(=O)N1CCn2c1nc1ccccc12)N[C@H](Cc1ccccc1)C(=O)O	i	-0.4	1	-7	0	5	-5	-7	4
CCC(C)N1CC(=O)N2C(c3ccc(OC)cc3OC)c3[nH]c4ccccc4c3C[C@H]2C1=O (stereo not given in full)	i	-0.3	3	0	10	-1	-1	0	-3
Cc1ccc(C)c(NC(=O)C(Sc2ncnc3ccccc23)c2ccccc2)c1 (stereo not given)	i	.	-4	-12	4	4	0	4	15
COc1ccc(NC(=S)NCc2ccc(S(N)(=O)=O)cc2)c(OC)c1	i	1.0	-4	-5	-3	2	-1	-4	-4
O=C(NCCc1ccccn1)c1ccc(OC2CCN(CCc3ccccc3)CC2)cc1	i	-0.2	2	-3	19	-6	2	-4	6
O=c1c2cc(C(F)(F)F)ccc2sn1-c1ccccc1	i	-0.7	2	0	-2	15	-2	7	20
C=C(C)CSc1nc2nc(C)c(Br)cc2[nH]1	i	0.8	.	-1	5	-1	-6	0	-50
C=C(C)Cn1c(SCC)nc2ccccc2c1=O	i	0.3	6	3	-4	3	0	2	-10
O=[N+]([O-])c1ccc(/C=N/n2cn[nH]c2=S)cc1	i	1.4	6	-4	-4	-1	-5	3	-38
O=C(O)c1cc(-c2ccccc2)n[nH]1	i	0.1	-2	-8	4	-1	3	-1	6
O=C(Cc1ccccc1)NC(=S)Nc1cccc(C(F)(F)F)c1	i	-0.1	-3	16	2	1	2	0	24

Arranged by the number under MT1-MMP act inh (falling): 4 of the compounds above
SMILES	Rpn11 inh	MsrA inhibitor	MT1-MMP act inh	eLon inh	CSN inh	Rin1 Abl inh	bovine MsrA act	PABP1 MLLE inh
C=C(C)Cn1c(SCC)nc2ccccc2c1=O	i	0.3	6	-4	3	0	2	-10
CCC(C)N1CC(=O)N2C(c3ccc(OC)cc3OC)c3[nH]c4ccccc4c3C[C@H]2C1=O (stereo not given in full)	i	-0.3	3	10	-1	-1	0	-3
O=C(CCCCCNC(=O)N1CCn2c1nc1ccccc12)N[C@H](Cc1ccccc1)C(=O)O	i	-0.4	1	0	5	-5	-7	4
O=C(O)c1cc(-c2ccccc2)n[nH]1	i	0.1	-2	4	-1	3	-1	6

Carrying on.
SMILES	Rpn11 inh	MsrA inhibitor	MT1-MMP act inh	FAS TE block	eLon inh	CSN inh	Rin1 Abl inh	bovine MsrA act	PABP1 MLLE inh
CCOC(=O)c1c(CN2CCCCC2)n(C)c2ccc(OC)c(S(=O)(=O)c3ccccc3)c12	i	1.7	-1	1	-5	4	1	-3	-2
O=C1CCN(Cc2ccc(O)cc2)CCN1[C@H](CO)Cc1ccccc1	i	1.4	6	-4	7	-4	2	-6	11
O=S(=O)(c1ccc2c(c1)OCCO2)N1CCNCC1	i	-0.2	0	-7	-7	2	3	-2	9
O=C(CSc1ncccn1)NCC1CCCO1 (stereo not given)	i	-0.4	-3	-4	-5	3	0	-1	14
O=C(Nc1ccc(N2CCN(C(=O)c3ccccc3)CC2)cc1)c1cccs1	i	-0.3	-1	-2	9	3	-2	-2	6
O=C(Cn1cnc2ccccc21)N1CCN(S(=O)(=O)c2ccccc2)CC1	i	0.9	4	-3	-6	4	2	-4	-15
CC1(C)CC(=O)C2=C(C1)Nc1ccccc1NC2c1cccnc1 (stereo not given)	i	5.4*	3	-14	4	-1	4	-13	9
Cc1cccc(/N=C/c2c(O)c3ccccc3oc2=O)n1	i	1.2	-5	-2	-5	1	1	-8	-12
CC(C)OCCCN1CC(=O)N2C(c3ccccc3)c3[nH]c4ccccc4c3C[C@H]2C1=O (stereo not given in full)	i	-0.4	-3	2	-7	-5	1	-5	8
COc1ccc(/C=C2\SC(=O)N(CCNC(=O)C3=COCCO3)C2=O)cc1	i	8.5*	-7	-2	-8	-3	-6	-3	-14
CCOC(=O)NCCOC(=O)Nc1ccc(Cl)cc1	i	-1.7	0	-3	1	-1	1	-2	3
CCOc1ccc(C(=O)N2CCN(c3ncccn3)CC2)cc1	i	-0.2	2	0	.	-2	.	.	-5
Cc1cc(C)c(S(=O)(=O)Nc2ccccc2C(=O)N2CCOCC2)c(C)c1	i	-0.6	-2	0	5	1	2	-2	-2
CCCCCCn1c(-c2cccs2)n[nH]c1=S	i	1.5	0	10	4	5	0	6	14
Cn1cc(-c2cccc(Cl)c2)cc(C#N)c1=O	i	0.9	4	4	4	-15	-1	-4	-5
